MC4R barr agon: MC4R agonists recruiting beta-arrestin, primary screen, cell-based, luminescence, agonist arm of biased-ligand search; Melanocortin receptor 4 (Homo sapiens), P32245; U2OS MC4R beta-arrestin complementation; percent of melanotan II response, DMSO zero; activation, % at 8.9 µM; 360,000 compounds, 0.98% hits;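 active = activation above a per-plate cutoff, the mean activation of sample wells on that plate plus 3 SD, cut at about 8% in these data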
m5-HT2A agonist: mouse Htr2a agonists via beta-arrestin recruitment, primary screen, cell-based, luminescence; CHO-K1 mHTR2A beta-arrestin complementation; percent of 30 µM serotonin response; 360,000 compounds, 0.66% hits; activation, % at 7.6 µM;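 active = activation above a run cutoff, the mean activation of all tested compounds plus 3 SD, cut at about 14% in these data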;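 note: 0% = plate median of compound wells and 100% = 30 µM serotonin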
Target sequence (P35363 whole entry, looked up): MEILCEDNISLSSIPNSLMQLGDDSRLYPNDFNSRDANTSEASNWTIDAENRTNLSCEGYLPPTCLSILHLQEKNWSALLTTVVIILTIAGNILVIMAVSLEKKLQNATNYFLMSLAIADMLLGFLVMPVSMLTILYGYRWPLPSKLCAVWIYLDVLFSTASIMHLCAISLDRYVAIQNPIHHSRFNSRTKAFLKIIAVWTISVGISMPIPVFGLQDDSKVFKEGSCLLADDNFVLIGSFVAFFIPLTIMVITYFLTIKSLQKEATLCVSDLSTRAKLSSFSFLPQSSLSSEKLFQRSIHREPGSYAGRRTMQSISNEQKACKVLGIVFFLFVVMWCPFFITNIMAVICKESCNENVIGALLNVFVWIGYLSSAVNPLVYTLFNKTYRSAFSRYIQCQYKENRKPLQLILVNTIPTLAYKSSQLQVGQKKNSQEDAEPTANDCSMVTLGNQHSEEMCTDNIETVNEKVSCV
ABHD5-PLIN5 inh: ABHD5-PLIN5 interaction inhibitors, primary screen, cell lysate, split luciferase complementation, luminescence | Perilipin-5 (Homo sapiens) + 1-acylglycerol-3-phosphate O-acyltransferase ABHD5 (Homo … | Split G. princeps luciferase complementation, 4 h | inhibition, % at 4 µM | 360,000 compounds, 0.78% hits | AID 602281, 2012;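 active = inhibition above the mean inhibition across every tested compound plus 3 SD, cut at about 22% in these data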;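 note: 0% = DMSO only wells and the 100% control is not disclosed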
N-glyco inh: increase of ERlucT glycosylation luciferase signal, primary screen, N-linked glycosylation inhibitor project, D54 ERlucT cells, luminescence, set 2. D54 ERlucT glycosylation luciferase reporter, 24 h; percent of 100 nM tunicamycin response. reporter increase, % at 12.5 µM. 360,000 compounds, 0.23% hits;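 active = mean luciferase reporter signal, scaled so untreated is 0 and the glycosylation-blocking control 100, at or above a set limit in every replicate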;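 note: luciferase carries N-glycosylation sites so blocking glycosylation raises the light; 0% = median of neutral control wells and 100% = median of 100 nM tunicamycin wells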
MC4R antag cAMP: MC4R antagonists of cAMP signaling, primary screen, cell-based, TR-FRET, antagonist arm of biased-ligand search. Melanocortin receptor 4 (Homo sapiens), P32245. MC4R-expressing cells, MTII-stimulated cAMP, LANCE TR-FRET. inhibition, % at 6.5 µM. 360,000 compounds, 0.48% hits. AID 540295, 2011;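 active = inhibition above its plate's cutoff, the mean of tested wells on that plate plus 3 SD, cut at about 29% in these data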;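 note: 0% = Melanotan II alone and 100% = Melanotan II plus saturating MCL0020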
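Assay system: U2OS cells stably expressing human melanocortin 4 receptor (MC4R) / Dosing: 6.5 µM / Timing: compound 30 min, challenge 1 h, detection 1 h / Measured by: Eu-cAMP/anti-cAMP TR-FRET, emission 671 nm / Replicates: singlicate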
CaV13 ICDI inh: Disruptors of the CACNA1D IQ motif to Ca2+-dependent inactivation inhibitor domain association, primary screening, Förster resonance energy transfer in intact living …. HEK cells, CFP/YFP FRET ICDI-IQ, plate reader, 10 min; percent FRET-ratio fall versus neutral wells. inhibition, % at 12.3 µM. 340,000 compounds, 0.098% hits;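 active = mean replicate inhibition of at least 30% and at least 1% of replicates passing that level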;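 note: 0% = median of the neutral control wells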
ABCB6 inh 2: ABCB6 transporter inhibitors, primary screen, K562-ABCB6 cells, flow cytometry, MLPCN library; K562-ABCB6 porphyrin accumulation, 1 h; hits give low values; fluorescence ratio to DMSO, % at 10 µM; 360,000 compounds, 0.19% hits;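 active = fluorescence ratio to DMSO below 75%, the collection mean minus 3 SD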;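 note: signal is porphyrin accumulated inside mitochondria; 100% equals median channel fluorescence of DMSO control wells; lower ratio means ABCB6 inhibition with less porphyrin fluorescence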
Granule exo inh: LAMP-1 surface exposure blockers, TALL-104 cells – cell-based, flow cytometry, MLPCN library, primary screen; TALL-104 LAMP-1 surface exposure; cells stimulated with thapsigargin and PMA; AID 651702, 2012; 360,000 compounds, 0.66% hits; inhibition, % at 10 µM;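 active = inhibition above about 55%, limit read from the data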
Cardio protect: cardioprotection against H2O2-induced cell death, primary screen, uHTS, H9c2 cells, ATPLite luminescence. H9c2 cardiomyocytes, H2O2 injury protection, 2 h. protection from H2O2 cell death, % at 20 µM. 360,000 compounds, 0.63% hits. AID 588492, 2011;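 active = compounds giving at least 50% protection of heart cells from peroxide-induced death in the single-dose screen, raw or plate-pattern-corrected value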;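 note: 0% = DMSO wells with peroxide and 100% = DMSO wells without peroxide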
PDI inh: inhibitors of human PDI, primary screen, biochemical, turbidity, single point, plate reader; PDI insulin aggregation turbidity, A650, 90 min; inhibition, % at 10 µM; 350,000 compounds, 0.052% hits; AID 588391, 2011;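 active = mean inhibition across replicates of 30% or more, whatever share of single replicates reach that level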;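 note: absorbance from insulin aggregation driven by PDI reduction with DTT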
Target sequence (P07237 whole entry, looked up): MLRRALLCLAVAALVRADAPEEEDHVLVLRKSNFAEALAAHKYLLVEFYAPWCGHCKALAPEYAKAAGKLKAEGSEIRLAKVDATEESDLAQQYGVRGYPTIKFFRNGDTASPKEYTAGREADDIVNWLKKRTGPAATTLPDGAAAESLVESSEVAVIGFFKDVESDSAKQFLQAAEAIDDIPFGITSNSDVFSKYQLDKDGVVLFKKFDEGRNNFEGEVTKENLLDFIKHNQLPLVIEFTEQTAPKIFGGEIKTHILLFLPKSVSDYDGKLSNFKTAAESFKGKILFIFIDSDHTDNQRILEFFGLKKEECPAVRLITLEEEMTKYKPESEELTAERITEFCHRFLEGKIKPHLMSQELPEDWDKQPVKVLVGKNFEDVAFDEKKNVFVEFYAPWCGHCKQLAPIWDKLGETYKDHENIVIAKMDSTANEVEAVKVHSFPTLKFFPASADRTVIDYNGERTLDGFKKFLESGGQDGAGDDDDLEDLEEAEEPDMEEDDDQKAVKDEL
* hit, by the source's call; . = no result given.

Values in the order: PDI inh, CaV13 ICDI inh, ABCB6 inh 2, Granule exo inh, N-glyco inh, m5-HT2A agonist, MC4R antag cAMP, ABHD5-PLIN5 inh, Cardio protect, MC4R barr agon
CCN(C[C@H]1N[C@@](C)(C(=O)OC)[C@H]2C(=O)N(C)C(=O)[C@@H]12)C(=O)c1ccc(C(C)(C)C)cc1
 : 2.3, -3.9, 97.0, -2.2, 4.1, 1.9, 2.1, 13.4, 1.8, -3.3
O=C(N/N=C\c1ccc(Cl)s1)C1COc2ccccc2O1 (centres undefined)
 : -5.6, -4.5, 96.0, -4.3, 0.5, 0.2, 0.0, 1.3, 8.5, 0.6
N=c1c2c3c(sc2ncn1Nc1ccccc1)CCC3
 : 4.0, -4.9, 92.0, 2.1, -1.5, -0.4, -2.1, -13.7, -4.6, -0.1
CC(=O)Nc1ccc(C(=S)NCC2(N(C)C)CCCCC2)cc1
 : -2.0, 2.3, 105.0, -5.3, -2.4, -4.7, 19.0, 5.0, 0.5, 0.6
O=C(Nc1ncccc1O)c1cccc(S(=O)(=O)NCc2ccccc2)c1
 : -2.9, -5.7, 98.0, -0.1, 2.2, -3.7, 10.4, -8.4, -0.7, -3.2
CC(NC(=O)CCc1nnc(-c2ccccc2)o1)c1ccccc1 (centres undefined)
 : -17.9, -0.2, 96.0, -2.5, -0.1, 0.8, -3.0, -2.1, -8.6, -0.5
CN(C)S(=O)(=O)c1ccc(NC(=O)/C=C/c2ccccc2Cl)cc1
 : 8.6, -2.8, 103.0, 3.7, -1.0, -1.3, 5.5, -2.8, -13.3, -2.7
CCOc1cc(C=O)ccc1OCc1cc(=O)n2cc(C)ccc2n1
 : -3.6, 7.3, 88.0, 1.8, -0.6, -0.3, -1.9, -2.4, 24.9, -1.8
CC(C)Cc1nc2sc3c(SCC(N)=O)ncnc3c2c2c1CCC2
 : -1.8, -4.9, 98.0, -6.7, 0.8, 0.6, 17.7, 2.6, -3.8, -0.8
O=Cc1ccc(Oc2cccc(C(F)(F)F)c2)nc1
 : 1.5, 5.1, 93.0, -0.3, 0.7, -1.3, 12.1, -1.9, 3.1, -1.1
CCOC(=O)c1c(NC(=O)C2COc3ccccc3O2)sc(C(C)=O)c1C (centres undefined)
 : -13.2, -7.0, 87.0, -2.0, 5.9, 6.0, 0.2, 5.2, -14.6, 3.4
CC(NC(=O)COC(=O)c1cc(=O)[nH]c2ccccc12)c1ccccc1 (centres undefined)
 : 0.6, -5.1, 102.0, 1.6, 0.4, -2.2, -5.5, 8.1, -2.9, -1.9
N#Cc1c2c(c(-c3ccco3)[nH]c1=O)CCCC2
 : 7.4, ., 102.0, 5.8, 4.4, 1.1, -2.9, 14.9, 1.7, -0.6
CCOc1cc(/C=N\NC(=O)OC(C)(C)C)ccc1OC(=O)c1ccco1
 : -8.8, 7.3, 98.0, 4.6, -0.9, 1.4, -8.0, 3.3, 16.2, 0.2
COc1ccc(C(=S)N2CCCC2)cc1C
 : -2.4, -5.3, 98.0, 0.3, -0.8, 5.4, -7.1, 1.6, 0.0, -1.3
CN(CCO)c1cccc2c1S(=O)(=O)N[C@H](Cc1ccccc1)CO2
 : ., -4.1, 98.0, -5.1, ., -1.3, ., -0.6, ., .
CC(C)NC(=O)CN1CCC(c2nc3ccccc3[nH]2)CC1
 : -0.6, -7.1, 98.0, -3.7, 2.2, 1.4, 11.6, -5.4, -0.1, -3.3
CC1C=Cc2ccccc2N1C(=O)c1ccccc1 (centres undefined)
 : 6.9, -7.9, 100.0, -1.5, 3.1, 8.6, 8.9, 10.7, 5.2, 1.7
O=C(NNC(=O)C1CCN(c2ncccn2)CC1)c1ccc(F)cc1
 : -11.2, -4.0, 100.0, -13.8, 2.2, 5.5, 10.6, 5.5, -2.9, -0.8
O=S(=O)(/N=C(/c1ccccc1Cl)N1CCOCC1)c1ccccc1
 : -7.0, -8.0, 97.0, -5.3, 1.2, -1.4, 2.0, -5.1, 2.1, -2.4
C/C=C(\C)C(=O)Nc1cccc(C2=NOC3(C2)C[C@@H](C(N)=O)N(C(=O)/C(C)=C/C)C3)c1 (some centres undefined)
 : -0.5, -2.3, 97.0, -2.5, 0.8, 1.5, -1.7, -0.1, 7.1, -0.8
COc1ccc(C)cc1N(CC(=O)N1CCCCCC1)S(=O)(=O)c1ccccc1
 : -40.0, -2.9, 96.0, 12.4, -1.9, 2.5, 5.5, 6.1, 0.5, -0.6
O=C(c1[nH]c(C(F)(F)F)nc1-c1ccccc1)N1CCN(Cc2c(F)cccc2Cl)CC1
 : ., -7.3, 86.0, 0.8, 5.4, 1.2, ., 2.0, 1.4, .
O=C1/C(=C\c2ccc(Br)o2)SC(=Nc2ccccc2)N1c1ccccc1
 : 6.4, ., 100.0, 0.6, -0.6, -4.8, 10.5, -2.7, -13.3, -1.1
CN(C)c1ccc(CNC(=O)c2cc(S(=O)(=O)N3CCCC3)cn2C)cc1
 : ., -8.2, 96.0, 0.1, 0.2, 10.3, 8.4, -2.0, -8.8, -1.0
Cc1ccc(SCC(=O)NNC(=O)c2ccccc2)c(C)c1
 : -4.3, -4.6, 84.0, 10.1, 0.9, 10.0, -3.9, -5.9, -9.3, -2.5
CCOC(=O)[C@]12CCCC=C1N(Cc1cccc3ccccc13)C(=O)[C@H](CC(=O)N1CCCC1)C2
 : ., -2.6, 96.0, 3.1, ., 3.5, ., 3.4, ., .
CCOc1cc(/C=C2/C(=O)ON=C2C)ccc1OCc1ccc(F)cc1
 : 1.5, -6.9, 96.0, 6.4, 7.7, -2.7, 20.6, 3.9, -7.3, 0.2
O=C(CN(C(=O)Cn1nnc(-c2cccs2)n1)c1ccc2c(c1)OCCO2)NCC1CCCO1 (centres undefined)
 : 3.3, -4.7, 106.0, -2.5, -1.3, -0.6, -4.0, -3.8, -1.8, 0.0
CCCCn1nnnc1C(c1ccccc1)N1CCN(C/C=C/c2ccccc2)CC1 (centres undefined)
 : ., -5.6, 95.0, 1.3, 0.0, -8.0, ., 12.8, 2.6, .

Record cards, as listed above. Values in the order: PDI inh | CaV13 ICDI inh | ABCB6 inh 2 | Granule exo inh | N-glyco inh | m5-HT2A agonist | MC4R antag cAMP | ABHD5-PLIN5 inh | Cardio protect | MC4R barr agon
`CCOc1cc(/C=N\NC(=O)OC(C)(C)C)ccc1OC(=O)c1ccco1` in the list: -8.8 | 7.3 | 98.0 | 4.6 | -0.9 | 1.4 | -8.0 | 3.3 | 16.2 | 0.2
`N=c1c2c3c(sc2ncn1Nc1ccccc1)CCC3` in the list: 4.0 | -4.9 | 92.0 | 2.1 | -1.5 | -0.4 | -2.1 | -13.7 | -4.6 | -0.1

(cont.)
Values in the order: PDI inh, CaV13 ICDI inh, ABCB6 inh 2, Granule exo inh, N-glyco inh, m5-HT2A agonist, MC4R antag cAMP, ABHD5-PLIN5 inh, Cardio protect, MC4R barr agon
C/C=C/C=C\C(=O)Nc1cccc(C2=NOC3(C2)C[C@@H](C(N)=O)N(C(=O)/C(C)=C/C)C3)c1 (some centres undefined)
 : -4.2, -5.6, 89.0, 51.4, 1.2, -4.5, -4.5, 7.6, 2.6, -1.2
CCCN(N=Nc1cccc([N+](=O)[O-])c1)c1cccc([N+](=O)[O-])c1
 : 7.0, -8.9, 101.0, -0.2, -3.5, -0.5, -5.9, -11.6, -2.9, -0.1
Nc1[nH]c(C(=O)c2ccccc2)c(-c2ccncc2)c1C(=O)NCc1ccc(Cl)cc1
 : ., -8.0, 97.0, 8.8, ., -3.1, ., -3.2, ., .
Cc1cccc(N2CCN(c3ccc4cc(S(=O)(=O)N5CCCCC5)ccc4n3)CC2)c1C
 : 4.7, -7.4, 94.0, -0.9, -6.7, -4.1, -2.7, 1.6, -7.1, -2.6
O=C(Nc1ccc(F)cc1F)c1cc2n(n1)C(C(F)(F)F)C1CCCCC1N2 (centres undefined)
 : 1.7, -5.5, 96.0, 0.6, -1.6, -1.4, -0.7, -4.5, -9.9, 2.0
Cc1ccc(N/C=C2\C(=O)N(c3ccc(F)cc3F)C(c3cccnc3)S2(=O)=O)cc1 (centres undefined)
 : -9.9, -3.5, 109.0, -0.5, 0.8, 1.6, -2.0, -0.7, 4.3, 0.9
O=c1n(Cc2ccc(F)cc2)nc2n1-c1ccccc1SC2
 : 0.0, -4.7, 100.0, 5.6, 0.0, -2.1, 0.7, -6.9, 6.0, 0.0
COc1ccccc1-c1cc(C(=O)NCCc2ccccc2)no1
 : -5.4, -3.1, 97.0, 3.4, 13.8, -4.1, -5.3, 3.9, 0.3, -1.3
O=C(c1ccccc1-c1ccccc1)N1CCN(c2ccccn2)CC1
 : -0.5, -5.5, 102.0, -1.1, 50.2*, -0.3, -6.3, 4.5, 3.0, -2.0
CCOC(=O)c1ccc(S(=O)(=O)N2CCN(C/C=C/c3ccccc3)CC2)cc1
 : 7.4, -5.8, 92.0, 2.6, -2.7, -3.0, 6.8, -4.1, -14.5, 0.9
O=C(CNCCN1CCOCC1)Nc1ccccc1Sc1ccccc1
 : -11.9, -1.8, 94.0, 0.4, 0.8, -5.7, -0.5, 0.2, -4.3, 0.2
CCCn1nc(C(=O)OCC(=O)c2ccccc2)c2ccccc2c1=O
 : 0.4, 3.5, 99.0, 1.9, -1.0, -2.9, 6.3, -3.7, 7.7, -0.9
COC(=O)C[C@H]1C=C[C@H](NC(=O)c2ccccn2)[C@@H](CO)O1
 : ., -4.9, ., -4.8, ., 3.3, ., 19.6, ., .
O=C(CCSc1ccc(Cl)cc1)N1CCCCCC1
 : -14.5, -4.4, 116.0, -5.5, -3.6, -3.2, 4.4, -0.1, -3.1, -0.3
CCOC(=O)N1CCN(C(=O)c2ccccc2NC(=O)c2ccc(Br)cc2)CC1
 : -11.3, -3.9, 97.0, 1.6, -2.7, -1.7, -9.3, 3.0, 2.8, -0.8
COc1cc(OC)c2ccc(=O)oc2c1C(CCN1CCCC1)c1ccc(N(C)C)cc1 (centres undefined)
 : 3.0, -5.7, 99.0, 4.7, -4.4, -6.2, -3.3, -9.6, 11.4, -1.6
Cc1nnc2c(-c3ccccc3)nc3ccccc3n12
 : -2.7, ., 95.0, -1.9, -6.8, -0.8, 1.1, 3.1, 11.3, -0.6
COC(=O)N/N=C/c1cc(C)n(-c2ccc(Br)cc2)c1C
 : 2.4, -20.5, 101.0, 0.4, -2.8, -7.3, -12.4, 0.4, -4.7, 0.4
CC(=O)c1sc2ccccc2c1OC(=O)c1ccco1
 : 1.7, ., 122.0, 8.6, 3.0, -0.9, -3.8, -6.6, -0.4, 0.4
Cc1cc(C)cc(NC(=O)CCN2C(=O)c3ccccc3C2=O)c1
 : -8.9, -3.9, 95.0, 0.2, 4.1, -7.9, 3.6, -2.0, -2.8, -1.7

Compound activity as filed in PubChem.

Outcome played no part in choosing rows. Share with any hit: about 4.2%.
